MBNL1-CUG inh = blocks human MBNL1 binding to CUG repeat RNA; 0.036% of 280,000 active; TR-FRET MBNL1-His/biotin-(CUG)12 binding, 665/545 ratio; Potency, µM (doses to about 57.5 µM), inactives show top-dose activity change, negative = inhibition, hits mostly inhibitors; active = well fitted inhibition curve with a large enough effect in the signal ratio, with a control signal flat, not every such curve was filed as active; inconclusive = small, poorly fitted or top-dose-only effect, or effect the other way, or a change in a side signal; inactive = no such curve, though single readings can be large or run the other way; the % refers to the signal ratio; also: potency is read from the fitted curve at half-maximal effect; % is scaled to controls: 0 for no effect and ±100 for the full control effect
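TR-FRET between His-tagged MBNL1 and biotin-(CUG)12 RNA, detected with Tb anti-His antibody (0.055 ng/ul) and streptavidin-XL665 (5 nM), 60 min at room temperature. Compounds titrated 92 nM to 58 uM; 665/545 nm ratio normalized to buffer and complex controls.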
KCNH2 3.1 inh = inhibitors of human KCNH2 3.1 potassium channel isoform; U2OS KCNH2 3.1, thallium flux FluxOr; stronger effect = lower value; activity change, % (tested at about 1.8 µM); 0.95% of 340,000 active; AID 720553;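 active = maximum activity change below -70%; inconclusive = maximum activity change from -70% to -50%; inactive = maximum activity change above -50%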;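 also: thallium influx rate constant from kinetic fluorescence after stimulation buffer; % is scaled to controls: 0 for no effect and ±100 for the full control effect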
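Channel expression came from 3.1 mutant virus (1.77 x 10^8 /mL) applied to suspended U2OS cells for 4 h. Flux was tracked with FluxOr dye plus Red40 quencher, and kinetic rate constants normalized to controls.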
Mito fusion act = inhibitors of mitochondrial division or activators of mitochondrial fusion. S. cerevisiae fusion-defective mutant growth rescue, CellTiterGlo 48 h. Potency, µM (highest dose often 46.1 µM), inactives show at the highest dose growth rescue (activation), usual class: activators. 0.23% of 320,000 active. AID 485298;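 also: potency is read from the fitted curve at half-maximal effect; % of control where 0% means no effect; nearly all actives have a fitted effect of over 45% in size; temperature-sensitive fusion mutants such as fzo1-1 at 37 °C on non-fermentable ethanol glycerol medium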
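Yeast fusion mutant, YPEG (non-fermentable carbon), compound, 48 h at 37C non-permissive; CellTiterGlo added, 10 min RT, luminescence read. Rescued growth = division inhibition.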
FLuc modulator = inhibits or activates purified firefly luciferase, miR-21 counter-screen; P08659; purified FLuc, Km substrates, luminescence inhibition; Potency, µM (top dose mostly 57.5 µM), without a hit: at the highest dose activity change, negative = inhibition, most hits filed as inhibitors; 6.9% of 360,000 active;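 also: potency is read from the fitted curve at half-maximal effect; plate controls were vehicle for no effect and reference inhibitor for full effect; nearly all actives have a fitted effect of over 55% in size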
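Biochemical qHTS of compounds, final roughly 60 µM downward over six points, against 10 nM purified firefly luciferase using Km concentrations of substrates (10 uM D-luciferin, 10 uM ATP) in Tris acetate pH 7.5 buffer; luminescence output.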
VP16 counter = Gal4-VP16 reporter inhibition counter-screen; Drosophila S2 Gal4-VP16 UAS-luciferase, luminescence, 20 h; Potency, µM (series often up to 53.6 µM), for the others: top-dose activity, negative = inhibition, most hits filed as inhibitors; 3.5% of 310,000 active; AID 2546;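 also: Gal4-VP16 expression switched on by copper sulfate through the metallothionein promoter; potency is read from the fitted curve at half-maximal effect; % is scaled to controls: 0 for no effect and ±100 for the full control effect; nearly all actives have a fitted effect of over 50% in size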
RORg inh = ROR gamma (mouse) transcription inhibition | P51450 | Drosophila S2 Gal4-RORgamma UAS-luciferase reporter, 20 h | Potency, µM (highest dose often 53.6 µM), without a hit: at the highest dose activity change, negative = inhibition, usual class: inhibitors | 5.4% of 310,000 active; also: potency is read from the fitted curve at half-maximal effect; % is scaled to controls: 0 for no effect and ±100 for the full control effect; nearly all actives have a fitted effect of over 60% in size
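In this cell-based reporter format, copper sulfate (700 uM final) drives Gal4–ROR gamma fusion expression from a metallothionein promoter in Drosophila Schneider cells; compounds preincubated 1 hr, reporter read after 20 hr at ambient temperature.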
NPC1 promoter act = activators of NPC1 promoter; Huh7 NPC1 promoter luciferase reporter, 24 h; Potency, µM (doses to about 9.22 µM), for the others: at the top dose activation, usual class: activators; 2.4% of 320,000 active; AID 485313;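 also: potency is read from the fitted curve at half-maximal effect; % of control where 0% means no effect; nearly all actives have a fitted effect of over 60% in size; reporter is driven by a mutant NPC1 promoter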
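Stably transfected Huh7 (NPC1 promoter→luciferase), 1500 cells/well in Opti-MEM + 10% FBS, 2 h settle, then compound 24 h at 37 °C. Luminescence after 10 min with Amplite reagent.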
ELG1 repair inh = inhibitors of ELG1-dependent DNA repair in HEK293T cells; HEK293T ELG1-luciferase reporter, luminescence, 16 h; DNA damage induced by 5-fluorouridine; Potency, µM (top dose mostly 46.1 µM), for inactives: at the top dose activity change, negative = inhibition, most hits filed as inhibitors; 2.3% of 330,000 active; AID 504467; also: potency is read from the fitted curve at half-maximal effect; % is scaled to controls: 0 for no effect and ±100 for the full control effect; nearly all actives have a fitted effect of over 55% in size
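Quantitative HTS, concentration-response format. 2,000 cells/well co-treated with 5-fluorouridine and compound, 16 hr in 5% CO2 at 37 °C; ONE-Glo luminescence read after 30 min.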
Menin MLL FP TR = menin-MLL binding inhibition, Texas Red mutant peptide; O00255; Menin + Texas Red MLL mutant peptide, fluorescence polarization; Potency, µM (highest dose often 61.6 µM), for the others: at the highest dose FP activity change, negative = inhibition, actives largely listed as inhibitors; 0.23% of 270,000 active; AID 1768; active = well fitted inhibition curve with a large enough effect in the polarisation, with a control signal flat, not every such curve was filed as active; inconclusive = small, poorly fitted or top-dose-only effect, or effect the other way, or a change in a side signal; inactive = no such curve, though single readings can be large or run the other way; the % refers to the polarisation; also: potency is read from the fitted curve at half-maximal effect; % of control where 0% means no effect; many of its hits are not listed in these tables
Target sequence (O00255 whole entry, looked up): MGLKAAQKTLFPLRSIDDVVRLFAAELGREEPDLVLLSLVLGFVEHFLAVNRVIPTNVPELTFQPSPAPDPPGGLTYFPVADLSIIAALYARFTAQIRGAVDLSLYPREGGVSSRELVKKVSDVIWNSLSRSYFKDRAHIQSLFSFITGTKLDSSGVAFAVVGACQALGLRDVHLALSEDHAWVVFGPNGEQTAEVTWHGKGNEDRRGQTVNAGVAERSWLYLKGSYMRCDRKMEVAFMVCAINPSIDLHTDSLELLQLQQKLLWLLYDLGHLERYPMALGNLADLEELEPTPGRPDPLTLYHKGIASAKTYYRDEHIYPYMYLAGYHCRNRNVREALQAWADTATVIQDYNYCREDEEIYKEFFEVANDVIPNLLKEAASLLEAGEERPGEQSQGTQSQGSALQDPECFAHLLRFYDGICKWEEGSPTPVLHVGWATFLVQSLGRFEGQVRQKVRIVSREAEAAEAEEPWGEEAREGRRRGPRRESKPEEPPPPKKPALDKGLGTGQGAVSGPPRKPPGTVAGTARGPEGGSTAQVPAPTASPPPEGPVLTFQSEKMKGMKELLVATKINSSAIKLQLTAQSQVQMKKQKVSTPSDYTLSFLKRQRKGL
Rab9 prom act = activates the Rab9 promoter; Huh7 Rab9 promoter-luciferase reporter, luminescence, 24 h; Potency, µM (series often up to 9.22 µM), inactives show top-dose activation, negative = inhibition, most hits filed as activators; 2.8% of 320,000 active; AID 485297; also: potency is read from the fitted curve at half-maximal effect; % of control where 0% means no effect; nearly all actives have a fitted effect of over 60% in size
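Promoter activation is measured as luciferase luminescence in Huh7 cells stably transfected with a Rab9 promoter–luciferase construct, following 24 h compound exposure at 37 °C and 10 min reagent incubation at ambient temperature.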
PKM2 activator = increases activity of human pyruvate kinase M2; purified PKM2, Kinase-Glo ATP luminescence, activation; response scale: 0% is enzyme alone, no compound; AID 1631; P14618; 0.34% of 260,000 active; Potency, µM (top dose mostly 57.5 µM), for the others: at the highest dose activation, actives largely listed as activators; also: potency is read from the fitted curve at half-maximal effect; % is scaled to controls: 0 for no effect and ±100 for the full control effect; nearly all actives have a fitted effect of over 55% in size
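ATP formation by purified human PK-M2, quantified via coupled luciferase luminescence after 1 h at room temperature with 0.1 mM ADP and 0.5 mM PEP final.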
An asterisk follows results filed as active; ? = inconclusive; . = not tested or not shown; [ ] = another dose, or the depositor's remark. Unless noted, calls follow the shape of the dose curve; as a rule, active = well fitted curve in the direction sought with a large enough effect; inconclusive = small, poorly fitted or top-dose-only effect, or another doubt; inactive = no such curve, though single readings can be large; an effect the other way counts as inactive or inconclusive. The list is partial; the hit share may differ from the screen's.

SMILES	MBNL1-CUG inh	KCNH2 3.1 inh	Mito fusion act	FLuc modulator	VP16 counter	RORg inh	NPC1 promoter act	ELG1 repair inh	Menin MLL FP TR	Rab9 prom act	PKM2 activator
CCOc1ncccc1C(=O)NC(C)CCc1ccccc1 (stereo unspecified)	-6.6%	-32.3	-37.6%[inhibitor]	0.5%	-15.2%	-4.0%	0.7%	-8.2%	-21.9%	-12.2%	.
CC/C(=N\NC(=O)c1ccc(CN(C)S(=O)(=O)c2ccc(C)cc2)cc1)c1ccc(OC(F)F)cc1	-1.0%	?	1.5%	-2.6%	?	-41.7%	-2.6%	?	2.9%	-11.8%	0.8%
COC(=O)c1cc(S(=O)(=O)N2CCCC(C)C2)cn1C (stereo unspecified)	-2.7%	1.6	25.8%	-0.7%	6.0%	-1.2%	-0.5%	20.4%	.	0.5%	.
Cc1ccc(C(C)C)c(OCC(O)CNC2CCCC2)c1 (stereo unspecified)	-7.3%	-15.7	-16.1%	0.9%	-6.1%	?	-20.9%	-7.3%	-17.5%	-4.8%	5.4%[11.5 µM]
CCCNS(=O)(=O)c1ccc(OCC(=O)N2CCC(C(=O)OCC)CC2)cc1	5.4%	-1.6	-2.1%	3.6%	-2.7%	-28.7%	-1.9%	-14.8%	3.5%	-1.0%	-1.5%
CCOc1ccc(S(=O)(=O)N2CCOCC2)cc1NC(=O)CSC(=S)N1CCCC1	.	1.2	7.5%	7.7%	.	.	-0.2%	-15.6%	.	-0.9%	.
CCOc1ccccc1N1CSC2=C(C#N)C(c3c(OC)ccc4ccccc34)CC(=O)N2C1 (stereo unspecified)	10.6%	-3.2	0.0%	7.57µM*	?	?	1.4%	-1.6%	-0.4%[11.7 µM]	0.5%	-34.2%
Nc1n[nH]c(-c2ccccc2)n1	1.5%	-12.9	-0.4%	0.7%	6.6%	-2.8%	3.4%	26.8%	-2.4%	-2.5%	-0.3%
CCOC(=O)c1c(C)n(C)c2ccc(OC)c(NC(=O)CCN3CCC(Cc4ccccc4)CC3)c12	-0.4%	-14.1	1.9%	-2.6%	-18.7%	?	-5.2%	-11.2%	.	-1.3%	-0.6%
Cc1ccc(F)cc1NC(=O)N1CCN(C2c3ccccc3-c3ccccc32)CC1	-8.7%	-17.1	15.0%	-0.2%	-5.5%	23.0%	-6.4%	?	.	0.1%	-3.9%
COc1cccc(Oc2ccc(N/C=C/C(=O)C(C)(C)C)cc2)c1	-1.6%[11.5 µM]	-5.5	27.6%	?	?	?	-4.4%	?	-5.5%	0.4%	-5.4%
COCCn1c(SCc2ccccc2Cl)nc2c1c(=O)[nH]c(=O)n2C	-8.2%	37.7	8.0%	-19.8%	-6.1%	22.3%	-2.8%	12.3%	-12.2%	5.6%	10.0%
O=C(O)CCCNC(=O)/C=C/c1ccco1	-15.5%	2.0	-2.8%	-4.8%	-6.8%	-8.3%	-4.7%	7.8%	11.9%	2.1%	-8.6%
Cc1ccc(S(=O)(=O)N2CC(O)C[C@H]2C(=O)OCC(=O)Nc2ccc(N3CCOCC3)cc2)cc1C (stereo partly specified)	.	-4.5	-3.4%	-11.1%	.	.	-1.8%	28.4%	.	-2.1%	.
O=c1cc(COc2ncnc3ccccc23)nc2sccn12	6.4%	1.8	-2.4%	-0.2%	2.1%	15.7%	-1.1%	15.3%	.	-11.0%	8.1%
COc1ccc(CNS(=O)(=O)c2cccc(S(=O)(=O)N3CCOCC3)c2)cc1	-2.7%	1.9	0.4%	2.2%	0.8%	22.2%	0.2%	-9.3%	0.0%	1.8%	-3.8%

Part of the list above in order of length of the SMILES, smallest number first.
SMILES	MBNL1-CUG inh	KCNH2 3.1 inh	Mito fusion act	FLuc modulator	VP16 counter	RORg inh	NPC1 promoter act	ELG1 repair inh	Menin MLL FP TR	Rab9 prom act	PKM2 activator
Nc1n[nH]c(-c2ccccc2)n1	1.5%	-12.9	-0.4%	0.7%	6.6%	-2.8%	3.4%	26.8%	-2.4%	-2.5%	-0.3%
O=c1cc(COc2ncnc3ccccc23)nc2sccn12	6.4%	1.8	-2.4%	-0.2%	2.1%	15.7%	-1.1%	15.3%	.	-11.0%	8.1%
COc1cccc(Oc2ccc(N/C=C/C(=O)C(C)(C)C)cc2)c1	-1.6%[11.5 µM]	-5.5	27.6%	?	?	?	-4.4%	?	-5.5%	0.4%	-5.4%
COCCn1c(SCc2ccccc2Cl)nc2c1c(=O)[nH]c(=O)n2C	-8.2%	37.7	8.0%	-19.8%	-6.1%	22.3%	-2.8%	12.3%	-12.2%	5.6%	10.0%
Cc1ccc(F)cc1NC(=O)N1CCN(C2c3ccccc3-c3ccccc32)CC1	-8.7%	-17.1	15.0%	-0.2%	-5.5%	23.0%	-6.4%	?	.	0.1%	-3.9%
COc1ccc(CNS(=O)(=O)c2cccc(S(=O)(=O)N3CCOCC3)c2)cc1	-2.7%	1.9	0.4%	2.2%	0.8%	22.2%	0.2%	-9.3%	0.0%	1.8%	-3.8%
CCOc1ccccc1N1CSC2=C(C#N)C(c3c(OC)ccc4ccccc34)CC(=O)N2C1 (stereo unspecified)	10.6%	-3.2	0.0%	7.57µM*	?	?	1.4%	-1.6%	-0.4%[11.7 µM]	0.5%	-34.2%
Cc1ccc(S(=O)(=O)N2CC(O)C[C@H]2C(=O)OCC(=O)Nc2ccc(N3CCOCC3)cc2)cc1C (stereo partly specified)	.	-4.5	-3.4%	-11.1%	.	.	-1.8%	28.4%	.	-2.1%	.

Reprinted from the results shown (two entries):
SMILES	MBNL1-CUG inh	KCNH2 3.1 inh	Mito fusion act	FLuc modulator	VP16 counter	RORg inh	NPC1 promoter act	ELG1 repair inh	Menin MLL FP TR	Rab9 prom act	PKM2 activator
O=c1cc(COc2ncnc3ccccc23)nc2sccn12	6.4%	1.8	-2.4%	-0.2%	2.1%	15.7%	-1.1%	15.3%	.	-11.0%	8.1%
COc1ccc(CNS(=O)(=O)c2cccc(S(=O)(=O)N3CCOCC3)c2)cc1	-2.7%	1.9	0.4%	2.2%	0.8%	22.2%	0.2%	-9.3%	0.0%	1.8%	-3.8%

Screening data from PubChem BioAssay.
